Compound activity: PubChem BioAssay, National Center for Advancing Translational Sciences (NCATS)
BLM inh = inhibitors of human Bloom syndrome helicase BLM | P54132 | recombinant BLM DNA unwinding, fluorescence dequenching | Potency, µM (titrated, usually from 56.1 µM), for inactives: at the top dose activity change, negative = inhibition, actives largely listed as inhibitors | hit rate 0.2% among 350,000 | AID 2528;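 further: plate controls were vehicle for no effect and no enzyme for full effect; nearly all actives have a fitted effect of over 35% in size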
G9a block = inhibitors of human histone lysine methyltransferase G9a | Potency, µM (titrated, usually from 102 µM), for inactives: at the top dose activity, negative = inhibition, most hits filed as inhibitors | G9a H3K9 monomethylation, AlphaScreen, 2 h | Q96KQ7 | hit rate 8.8% among 350,000; further: on the % scale 0 is the no-effect control and ±100 the full control effect; nearly all actives have a fitted effect of over 75% in size
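Signal arises when biotinylated H3K9 peptide, once monomethylated, bridges streptavidin donor and antibody-captured acceptor beads. Enzyme at 20 nM was preincubated 15 min with test compounds; peptide 500 nM and SAM 20 uM then reacted for 2 h.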
APE1 inh = blocks human APE1 abasic DNA cleavage. hit rate 0.35% among 350,000. Potency, µM (highest dose often 65.8 µM), without a hit: at the highest dose activity change, negative = inhibition, hits mostly inhibitors. AID 2517. recombinant APE1, TAMRA/BHQ-2 abasic DNA cleavage fluorescence. P27695;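 further: plate controls were vehicle for no effect and reference inhibitor for full effect; nearly all actives have a fitted effect of over 55% in size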
Target sequence (P27695 whole entry, looked up): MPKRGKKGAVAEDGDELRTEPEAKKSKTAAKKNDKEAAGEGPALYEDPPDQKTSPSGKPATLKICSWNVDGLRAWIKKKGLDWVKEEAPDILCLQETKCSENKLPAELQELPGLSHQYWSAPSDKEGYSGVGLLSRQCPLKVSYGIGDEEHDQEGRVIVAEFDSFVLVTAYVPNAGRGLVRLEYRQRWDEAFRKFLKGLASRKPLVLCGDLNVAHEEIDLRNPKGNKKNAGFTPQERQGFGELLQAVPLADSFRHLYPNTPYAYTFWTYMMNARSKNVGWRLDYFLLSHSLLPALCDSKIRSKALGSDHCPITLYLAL
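Endonuclease cleavage of a quenched abasic-site DNA duplex (50 nM) by APE1 (0.75 nM) was tracked by TAMRA dequenching. Compounds were preincubated with enzyme 15 min at room temperature; data normalized to buffer-only and DMSO wells plus NSC13755 control.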
Pol iota inh = inhibitors of human DNA polymerase iota; Pol iota fluorescent replication assay, 10 min; hit rate 1% among 390,000; Q9UNA4; Potency, µM (top dose mostly 115 µM), without a hit: at the highest dose activity, negative = inhibition, hits mostly inhibitors; AID 588590
Target sequence (Q9UNA4 whole entry, looked up): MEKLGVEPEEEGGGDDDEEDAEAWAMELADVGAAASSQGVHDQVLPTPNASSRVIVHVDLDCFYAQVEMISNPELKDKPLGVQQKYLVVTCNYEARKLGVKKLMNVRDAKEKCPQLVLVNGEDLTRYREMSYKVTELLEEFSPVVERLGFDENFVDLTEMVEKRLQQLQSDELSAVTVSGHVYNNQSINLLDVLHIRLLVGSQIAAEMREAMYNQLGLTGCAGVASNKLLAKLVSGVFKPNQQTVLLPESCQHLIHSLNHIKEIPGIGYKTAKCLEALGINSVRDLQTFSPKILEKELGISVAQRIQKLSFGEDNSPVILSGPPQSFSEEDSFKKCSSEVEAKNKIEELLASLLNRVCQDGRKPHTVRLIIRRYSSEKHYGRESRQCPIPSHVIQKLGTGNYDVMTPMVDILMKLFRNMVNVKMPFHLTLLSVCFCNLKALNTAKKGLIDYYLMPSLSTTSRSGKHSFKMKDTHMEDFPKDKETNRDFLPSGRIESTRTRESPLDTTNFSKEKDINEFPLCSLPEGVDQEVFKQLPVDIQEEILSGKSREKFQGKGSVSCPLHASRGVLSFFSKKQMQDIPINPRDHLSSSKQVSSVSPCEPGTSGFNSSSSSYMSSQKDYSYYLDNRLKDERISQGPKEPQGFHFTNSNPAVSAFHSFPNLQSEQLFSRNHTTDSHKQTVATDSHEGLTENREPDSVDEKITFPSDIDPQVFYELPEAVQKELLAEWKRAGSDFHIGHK
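Fluorescent replication assay read twice, at 0 min and 10 min after adding 50 nM (final) substrate. Enzyme (10 nM) and compounds were first incubated 15 min at room temperature; enzyme-free buffer wells were negative controls.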
Pol eta inh = inhibitors of human DNA polymerase eta. Q9Y253. recombinant Pol eta, fluorescent DNA replication assay. Potency, µM (highest dose often 114 µM), inactives show top-dose activity change, negative = inhibition, hits mostly inhibitors. hit rate 1.2% among 390,000; further: on the % scale 0 is the no-effect control and ±100 the full control effect
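Fluorescent replication assay: 50 nM final substrate added after a 15 min room-temperature compound preincubation with 10 nM enzyme. Signal taken at 0 min and again at 10 min.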
Pol beta inh = blocks human DNA polymerase beta activity. hit rate 1.3% among 340,000. Pol beta primer extension/strand displacement, fluorescence kinetic. P06746. Potency, µM (top dose mostly 114 µM), inactives show top-dose activity change, negative = inhibition, most hits filed as inhibitors; further: on the % scale 0 is the no-effect control and ±100 the full control effect
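Enzyme-only controls used 10 nM Pol beta; buffer lacking enzyme served as negative control. Compound preincubated 15 min, then 50 nM substrate added; 0 and 10 min reads at room temperature.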
JMJD2A Tudor = inhibitors of human JMJD2A Tudor domain. O75164. Potency, µM (top dose mostly 114 µM), for the others: top-dose activity change, negative = inhibition, actives largely listed as inhibitors. hit rate 4.4% among 390,000. AlphaScreen JMJD2A-Tudor / H3K4me3 peptide binding; further: on the % scale 0 is the no-effect control and ±100 the full control effect; nearly all actives have a fitted effect of over 50% in size
BAZ2B inh = blocks human BAZ2B | Potency, µM (series often up to 114 µM), for the others: at the top dose activity change, negative = inhibition, hits mostly inhibitors | hit rate 4.4% among 360,000 | AID 504333 | AlphaScreen BAZ2B-H3K14Ac peptide displacement | Q9UIF8; further: on the % scale 0 is the no-effect control and ±100 the full control effect; nearly all actives have a fitted effect of over 60% in size
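In this displacement format the biotinylated H3(5-23) peptide acetylated at Lys14 serves as ligand at 50 nM, with BAZ2B at 50 nM in PBS pH 7.4 containing 0.01% Tween-20. Donor and acceptor beads are 10 ug/mL final.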
Pol kappa inh = DNA polymerase kappa (human) inhibition; purified Pol kappa, fluorescent DNA synthesis assay, 10 min; AID 588579; hit rate 0.53% among 400,000; Q9UBT6; Potency, µM (series often up to 107 µM), for the others: top-dose activity, negative = inhibition, usual class: inhibitors; further: on the % scale 0 is the no-effect control and ±100 the full control effect
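50 nM final substrate added after 15 min RT preincubation of 10 nM Pol kappa with compound; fluorescence read at 0 and 10 min.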
Starred values were filed as active, the others as inactive; ? = inconclusive; nt = no result given; & = joins results of further samples; [ ] = dose if it differs, or a comment. The call rests on the fitted dose curve; in most records, active means well fitted curve in the direction sought with a large enough effect; inconclusive means small, poorly fitted or top-dose-only effect, or another doubt; inactive means no such curve, though single readings can be large; an effect the other way counts as inactive or inconclusive. Potency means the concentration at half of the fitted maximal effect. A portion of the library, so the mix of outcomes need not match the whole.

SMILES | BLM inh | G9a block | APE1 inh | Pol iota inh | Pol eta inh | Pol beta inh | JMJD2A Tudor | BAZ2B inh | Pol kappa inh
Cc1ccccc1C(=O)NC1CCN(Cc2nnnn2Cc2ccccc2)CC1 | 5% | 2%[59 µM] | 6% | 29% | -23% | 8% | -3% | 9% | -4%
Cc1ccc(-n2c(Cc3cccs3)nnc2SCC(N)=O)cc1 | -2% | 17%[12.7 µM] | 1% | 6% | 0% | -2% | 1% | 4% | -8%
COc1cc(C(=O)NCCNC(=O)c2ccc(C)nc2)cc(OC)c1OC | 3% | 10% | 54%[activator] | 31%[activator] | -3% | 3% | -5% | 4% | -8%
Cc1ccc(NC(=O)CN(C)C(=O)c2cc(-c3cccs3)nn2-c2ccccc2)cc1 | nt | 9%[12.7 µM] | -14% | -8% | -20% | nt | -27% | -3% | -4%
CN1CCN(c2ccc(CNC(=O)c3ccco3)cc2)CC1 | -6% | nt | 7% | ? | -5% | 5% | -13% | -3% | -9%
COc1ncc2nc(-c3ccc(F)cc3)c(=O)n(CCC#N)c2n1 | 3% | 2%[12.7 µM] | 13% | nt | nt | nt | nt | nt | 2%[60.1 µM]
CCOc1ccc(/C=N\NC(=O)c2c(C)nc3cc(C)ccn23)cc1 | -6% | 18%[0.501 µM] | 22% | 123%[activator] | -6% | 1% | -22% | 7% | -7%
C=Cn1cc[n+](CC(=O)c2ccc(Br)cc2)c1 | -8% | 12% | 21% | 9% | 3% | 29% | -2% | -9% | 5%
COc1cc(C(=O)NC2CCCc3ccccc32)cc(OC)c1OC (stereo not given) | 2% | 17% | 27% | 49%[activator] | -12% | 38% | -13% | 0% | -3%
CN1CCC(=NNC(=O)CN(c2cccc(Cl)c2)S(C)(=O)=O)CC1 | -3% | -35% | 1% | 2% | -10% | -11% | -4% | -10% | 1%
CCN(C(=O)CSc1nnc(-c2ccccc2C)n1C)c1c(N)n(Cc2ccccc2)c(=O)[nH]c1=O | nt | -22% | -2% | 47%[activator] | 1% | nt | -6% | 8% | -2%
CCCc1nc2c(=O)n(C)c(=O)nc-2n(C)n1 | 2.8µM* | 0% | ? | -97% | 0.89µM* | ? | -7% | -13% | 6%
COc1ccc(C2=NN(C(=O)CSc3nnc(C)c(=O)n3N)C(c3ccco3)C2)cc1 (stereo not given) | -1% | ? | -3% | 77%[activator] | -8% | 0% | -16% | ? | -15%
Cc1ccoc1C(=O)N1CCN(C(=O)c2occc2C)CC1 | 1% | 11% | -21% | 6% | -11% | 44% | -8% | 4% | -1%
Cc1cc(C)cc(C(=O)NCC(=O)OCC(=O)NC2CCCc3ccccc32)c1 (stereo not given) | nt | nt | 14% | -5% | -8% | nt | -22% | nt | 0%
Cc1cccc2nc(CSc3ccc(Cl)cc3)cn12 | -13% | ? | -3% | 51%[activator] | -8% | 2% | -35% | -28% | 0%
CCOC(=O)C1(C)C=C(Nc2cccc(OC)c2)C(=O)N1c1ccccc1 (stereo not given) | -11% | 25% | -5% | 48%[activator] | -11% | -1% | ? | -19% | -10%
C[C@@H]1CC=C[C@@H]2[C@H]1C(=O)N(Cc1ccccc1)[C@H]2c1ccccc1Br | -15%[75.6 µM] | -27%[59 µM] | -13%&2% | ? | -8% | nt | 12% | nt | ?
Cc1ccc(-c2nn(-c3ccccc3)cc2/C=C2\SC(=S)N(CC(=O)O)C2=O)cc1 | -2% | 35µM* | ? | ? | ? | 5% | 40µM* | 22µM* | -1%
Cc1ccc(SCc2ccc(C(=O)Nc3cccc([N+](=O)[O-])c3)cc2)cc1 | -6% | 8%[0.501 µM] | -13% | ? | -1% | -24% | -13% | -7% | 1%
CCOc1ccc(NC(=O)C2Cc3ccccc3CN2S(=O)(=O)CC)cc1 (stereo not given) | -5% | -1% | 2% | 11% | -23% | -4% | -23% | -19% | -11%
CCC12CN3CC(CC)(CN(C1)C3c1ccc([N+](=O)[O-])o1)C2=O (stereo not given) | 0% | nt | 0% | 14% | -2% | 20% | -28% | 5% | -4%
O=C(CCNC(=O)c1ccco1)Nc1ccc(OC(F)F)c(Cl)c1 | 1% | -7%[59 µM] | 14%[12.4 µM] | -15% | -10% | 0% | -19% | -1% | -17%
COCCNC(=O)C(=O)NCC1OCCN1S(=O)(=O)c1cc(F)ccc1F (stereo not given) | nt | nt | nt | 37%[activator] | -1% | nt | -8% | nt | -7%
Cc1cc(C(C)(C)C)cc(C)c1C(=O)O | -4% | 5% | -8% | 154%[activator] | 2% | 24% | -3% | 0% | -4%

Four entries out of the list, ordered by count of non-hydrogen atoms, rising.
SMILES | BLM inh | G9a block | APE1 inh | Pol iota inh | Pol eta inh | Pol beta inh | JMJD2A Tudor | BAZ2B inh | Pol kappa inh
CCCc1nc2c(=O)n(C)c(=O)nc-2n(C)n1 | 2.8µM* | 0% | ? | -97% | 0.89µM* | ? | -7% | -13% | 6%
CN1CCC(=NNC(=O)CN(c2cccc(Cl)c2)S(C)(=O)=O)CC1 | -3% | -35% | 1% | 2% | -10% | -11% | -4% | -10% | 1%
CCOc1ccc(/C=N\NC(=O)c2c(C)nc3cc(C)ccn23)cc1 | -6% | 18%[0.501 µM] | 22% | 123%[activator] | -6% | 1% | -22% | 7% | -7%
COCCNC(=O)C(=O)NCC1OCCN1S(=O)(=O)c1cc(F)ccc1F (stereo not given) | nt | nt | nt | 37%[activator] | -1% | nt | -8% | nt | -7%

(list continues)
SMILES | BLM inh | G9a block | APE1 inh | Pol iota inh | Pol eta inh | Pol beta inh | JMJD2A Tudor | BAZ2B inh | Pol kappa inh
CCC(=O)Nc1cc(-c2nn(C)c(=O)c3ccccc23)ccc1N1CCOCC1 | -3% | 13% | 3% | 50%[activator] | -9% | 0% | -4% | -16% | -2%
Cc1ccccc1-n1cc(CNC(=O)C2CCC(=O)N(C3CC3)C2)cn1 (stereo not given) | -1% | 21% | -8% | -10% | -7% | 50% | -13% | -2% | -5%
CC(=O)c1cccc(NC(=O)c2cc(=O)c3ccccc3o2)c1 | -3% | -4% | 11% | 31%[activator] | -10% | 0% | -5% | 9% | -7%
Cc1cnn(C(=S)NCc2ccc(Cl)cc2)c1 | -5% | 159%[activator][59 µM] | 2% | ? | 2% | 4% | 58%[activator] | 203%[activator] | -7%
Cc1ccc2c(NC(=O)C3CC3)cccc2n1 | -3% | 1% | 2% | 17% | -15% | 7% | -6% | -1% | -5%
O=c1c(Cc2ccc(F)cc2)c(O)ccn1Cc1ccc(Cl)cc1Cl | 6% | 21%[59 µM] | 13% | 22% | -16% | -14% | -3% | -3% | -7%
COC(=O)[C@H](C)NC(=O)Nc1cc(Cl)ccc1C | -4% | -35%[12.7 µM] | 3% | 40%[activator] | 2% | -14% | -2% | 3% | -5%
CC1CCN(Cc2nc3c(c(=O)n(C)c(=O)n3C)n2CCc2ccccc2)CC1 | nt | nt | nt | -5% | -9% | nt | 24%[57.1 µM] | nt | -13%
COC(=O)c1ccc(Cl)c(S(=O)(=O)N2CCCC2)c1 | 5% | ? | 2% | -14% | 0% | 1% | -1% | -2% | -10%
COc1ccc(NC(=O)c2ccc(Cl)c(S(=O)(=O)N3CC(C)OC(C)C3)c2)cn1 (stereo not given) | nt | 7%[12.7 µM] | 1% | 7% | -20% | nt | 3% | 9% | 8%
Cc1scc(C(=O)Nc2ccon2)c1-c1ccccc1 | -2% | 3%[59 µM] | 4% | 5% | -17% | -3% | -6% | 6% | -9%
CCN(CC)S(=O)(=O)c1ccc(N2CCOCC2)c(NC(=O)c2ccc(=O)n(C)n2)c1 | nt | -4%[12.7 µM] | 15% | 6% | 1% | nt | -14% | 5% | -8%
CCCCN(CC)CCCNC(=O)c1cn(C)c(=O)c2c1c1ccccc1n2C | -7%&4% | 17%[2.33 µM] | 17% | 16%&-16% | -15%&-6% | 1%&9% | -13%&-2% | 0%&6% | -11%&-8%
Cc1ccc(S(=O)(=O)Nc2ccccc2CNc2ccccn2)cc1 | -10% | 5%[59 µM] | 3% | 25% | -10% | -1% | -21% | -2% | -7%
COc1ccc(NC(=O)/C=C/c2ccc(OC)c(OC)c2)cn1 | -4% | 8% | 2% | 149%[activator] | -22% | ? | -9% | -21% | -8%
COc1ccc(-c2cn3nc(N4CCC(C(=O)NCc5ccccc5F)CC4)sc3n2)cc1 | 0% | -5%[59 µM] | nt | 7% | -4% | 16% | -10% | 3% | -4%
O=C(/C=C/c1ccc(F)cc1)N1CCCN(C(=O)/C=C/c2ccc(F)cc2)CC1 | -2% | 10%[59 µM] | -1% | 4% | -24% | 0% | -7% | 0% | -11%
Cc1ccc(NC(=O)CCN2C(=O)OC(C)(C)C2(C)O)cc1 (stereo not given) | -2% | 6% | -5% | 115%[activator] | -14% | 0% | 12% | 5% | -14%
Cc1cccc(C(=O)NC2CC3CCCC(C2)N3C(=O)NC2CCCCC2)c1 (stereo not given) | -1% | -5% | 0% | 35%[activator] | -10% | 12% | -3% | -2% | -2%
OCCC1CN(Cc2cccn2-c2nccs2)CCN1C1CCCCC1 (stereo not given) | 1% | nt | -10% | 20% | -16% | 4% | 0% | -4% | 6%
COc1ccc(S(=O)(=O)N(C)C)cc1NC(=O)CN1C(=O)NC2(CCCC2)C1=O | -4% | ? | 5% | 11% | -13% | -1% | -1% | 4% | 2%
CCN(CC)C(=O)COC(=O)c1ccc(C)c(NC(=O)c2ccco2)c1 | 0% | ? | -2% | 15% | -5% | 69% | -6% | 8% | 4%
Cc1cc2cc(C#N)c(SCC(=O)Nc3nonc3C)nc2cc1C | -10% | 2% | 2% | 9% | 7% | 30% | -16% | -10% | -19%
CCOC(=O)C1=C(C)N=c2s/c(=C\c3cccc(OCC(=O)O)c3)c(=O)n2C1c1ccccc1 (stereo not given) | -3% | ? | 5% | ? | -13% | 0% | ? | -38% | 3%
CCN(CC)CCOC(=O)/C=C/c1ccccc1 | 2% | nt | 9% | 5% | 4% | 28% | -14% | 4% | -22%
Cc1nnc(SCC(=O)NNC(=O)COc2ccc(Br)cc2)n1C | nt | -2%[12.7 µM] | 20% | 32%[activator] | -18% | nt | -15% | -6% | -24%
COc1ccc2[nH]c(=O)c(CN(Cc3nnnn3Cc3ccco3)C3CCCCC3)cc2c1 | ? | 40µM* | ? | 20µM* | -8% | 28µM* | ? | 50µM* | 35µM*
COc1ccc(OC)c(NC(=O)C(CC(C)C)NC(=O)C2CCCCC2)c1 (stereo not given) | -6% | -1%[59 µM] | 1% | 2% | 0% | 3% | -32% | -12% | -10%
